# Compound activity (PubChem)
# CD11b adhes enh: enhancers of human CD11b/CD18 binding to fibrinogen; actives 0.07% (n = 93,000); activation, % at 10 µM; K562 CD11b/CD18 adhesion to fibrinogen, ATPlite luminescence;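 active = 10 µM primary screen giving 50% or more activity, confirmed by 40% or more on retest at that dose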; also: strong numbers were not always called active; reference of the scale not given here
# sEH activator: increases human soluble epoxide hydrolase activity | P34913 | purified human sEH enzymatic activity, activator screen | activation, % at 2 µM | actives 0.04% (n = 91,000); in the data active = activation above about 37%; also: values of inactives mirror those of a sister screen read the other way
# Target sequence (P34913 whole entry, looked up): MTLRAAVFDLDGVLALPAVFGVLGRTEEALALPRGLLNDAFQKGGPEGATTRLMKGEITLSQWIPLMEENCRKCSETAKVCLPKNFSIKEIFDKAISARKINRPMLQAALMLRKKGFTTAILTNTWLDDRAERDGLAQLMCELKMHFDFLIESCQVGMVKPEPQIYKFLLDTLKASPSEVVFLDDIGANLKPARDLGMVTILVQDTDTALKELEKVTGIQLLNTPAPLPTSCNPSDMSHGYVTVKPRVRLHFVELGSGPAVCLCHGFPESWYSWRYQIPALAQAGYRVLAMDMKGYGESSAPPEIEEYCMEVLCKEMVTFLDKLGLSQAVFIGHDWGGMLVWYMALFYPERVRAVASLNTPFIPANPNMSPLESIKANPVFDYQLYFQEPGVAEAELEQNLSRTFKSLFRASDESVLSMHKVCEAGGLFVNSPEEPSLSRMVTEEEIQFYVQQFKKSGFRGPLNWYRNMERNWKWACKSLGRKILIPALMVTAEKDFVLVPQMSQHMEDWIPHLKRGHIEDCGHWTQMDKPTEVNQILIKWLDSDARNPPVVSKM
# sEH inhibitor: blocks human soluble epoxide hydrolase activity. inhibition, % at 2 µM. actives 0.34% (n = 91,000). recombinant human sEH enzymatic activity assay; in the data active = inhibition above about 80%; also: values of inactives mirror those of a sister screen read the other way; many of its hits are not listed in these tables
# ERb coact inh: ER-beta (human) coactivator binding inhibition; Q92731; TR-FRET ER-beta LBD / SRC1-Cy5 peptide binding; receptor agonist-loaded with 1 µM estradiol; inhibition, % at 25.6 µM; actives 1.3% (n = 86,000);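 active = compounds whose percent inhibition of the receptor-coactivator binding signal exceeds about 50% in the single-dose screen, limit read from the data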;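 also: 0% = receptor plus peptide wells without compound and 100% = peptide-only wells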
# Target sequence (Q92731 whole entry, looked up, the tested form may be a part): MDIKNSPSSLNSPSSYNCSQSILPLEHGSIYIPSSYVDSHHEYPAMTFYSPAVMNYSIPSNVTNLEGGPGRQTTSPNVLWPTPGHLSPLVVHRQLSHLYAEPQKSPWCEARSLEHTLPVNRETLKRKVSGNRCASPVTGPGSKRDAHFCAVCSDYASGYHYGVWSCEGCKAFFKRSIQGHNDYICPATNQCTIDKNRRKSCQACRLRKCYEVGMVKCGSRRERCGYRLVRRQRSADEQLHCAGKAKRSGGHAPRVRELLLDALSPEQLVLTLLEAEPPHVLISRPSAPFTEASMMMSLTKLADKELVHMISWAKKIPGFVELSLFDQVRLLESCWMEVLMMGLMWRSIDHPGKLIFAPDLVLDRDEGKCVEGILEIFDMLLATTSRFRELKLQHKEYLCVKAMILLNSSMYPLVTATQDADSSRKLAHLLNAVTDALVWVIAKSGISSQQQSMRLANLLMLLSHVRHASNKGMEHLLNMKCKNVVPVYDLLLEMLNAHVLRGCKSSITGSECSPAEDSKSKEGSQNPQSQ
# Smad3 inh: Smad3 (human) transcription factor binding inhibition; TR-FRET Smad3/Dy647-FoxH1 peptide binding, europium anti-His; actives 0.29% (n = 88,000); P84022; AID 630; inhibition, % at 25 µM;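 active = compounds that reduce the energy-transfer binding signal between the protein and its labelled peptide by more than half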;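 also: 0% = Smad3 plus labelled peptide maximal FRET and 100% = peptide-only background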
# CD11b adhes inh: inhibitors of human CD11b/CD18 binding to fibrinogen | K562 CD11b/CD18 adhesion to fibrinogen, ATPlite luminescence; Mn2+ added to activate the integrin | actives 0.54% (n = 93,000) | inhibition, % at 10 µM | P05107+P11215;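 active = primary inhibition of 50% or more at 10 µM, then 40% or more on retest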; also: some results filed as inactive read as strong as hits
# MT1-MMP txn act: MT1-MMP promoter transcription activation; AID 750; HT1080 MT1-MMP promoter luciferase reporter, luminescence, overnight; stronger effect = higher value; activation factor at 10 µM; actives 0.16% (n = 86,000);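 active = activation factor of at least 2 for MT1-MMP transcription at 10 µM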
# ERa SRC1 pot: ER-alpha (human) coactivator binding potentiation | P03372 | TR-FRET ERalpha-LBD/SRC-Cy5 coactivator binding, 2 h; 100 = basal binding, no effect | coactivator binding (% of control), % at 25.6 µM | actives 1.3% (n = 86,000) | AID 639; in the data active = activity above about 200%;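 also: binding measured in presence of low estradiol as agonist stimulus; 0% = peptide alone without receptor and 100% = receptor with peptide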
# Candida biofilm: kills Candida albicans biofilms | C. albicans biofilm + clotrimazole, Alamar Blue | inhibition, % at 6 µM | actives 0.14% (n = 85,000);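 active = inhibition above 20%; inactive = inhibition below 20%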;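 also: preformed 24 hr biofilms exposed to compound for 48 hr; 0% = biofilm without compound and 100% = blank killed by clotrimazole plus chlorhexidine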
# Numbers without * were called inactive; x = not tested or not shown; [ ] = dose if it differs, or a comment. Only part of the results is shown. The share of hits here may be higher or lower than overall.
SMILES,CD11b adhes enh,sEH activator,sEH inhibitor,ERb coact inh,Smad3 inh,CD11b adhes inh,MT1-MMP txn act,ERa SRC1 pot,Candida biofilm
COC(=O)c1ccccc1NC(=O)c1ccc(Cn2cc(Cl)cn2)o1,11,-16,19,2,2,-11,1.2,75,6
O=C(CCCn1c(=O)[nH]c2cc(Cl)ccc2c1=O)NC1CCCCCC1,-3,-36,34,4,10,-10,1.1,111,-4
COc1ccc2[nH]c3c(=O)n(CCCCC(=O)N4CCCC4)c(=S)[nH]c3c2c1,16,-7,8,7[fluorescence artefact?],6,-38,1.2,114[fluorescence artefact?],-3
CCn1nc(C(=O)OCC(=O)NCCN2C(=O)CSC2=O)c2ccccc2c1=O,-2,-6,6,0,2,8,1.2,120,6
O=C(CCCc1nc(-c2ccc(Cl)cc2)no1)Nc1cccnc1,-6,5,0,-9,-2,80,0.9,114,9
Cn1c(=O)c2c(nc(NCc3ccco3)n2Cc2ccccc2Cl)n(C)c1=O,-1,-7,3,7,6,4,1.1,114,9
Cn1c(SCC(=O)Nc2ccc(NC(=O)c3cccs3)cc2)nnc1-c1ccncc1,x,0,-2,-7,-2,x,1.2,89,8
C=CCn1c(=O)n(CCOC)c(=O)c2sc3ccccc3c21,-3,-8,7,7,3,2,1.1,122,11
CC(C)(C)C(=O)Nc1sc2c(c1-c1nc3ccccc3[nH]1)CCCC2,5,17,-13,1,5,-4,1.5,109,0
Cc1ccc(C(=O)Nc2c(C(=O)N3CCOCC3)cnn2-c2ccccc2)cc1,1,6,-7,7,2,18,1,102,3
COc1ccc(N/C(C)=C2/C(=O)C(=O)N(CCO)C2c2ccc([N+](=O)[O-])cc2)cc1 (stereo unspecified),-3,3,-4,-2,20,10,1,93,3
O=C(Nc1ccccc1N1CCCC1)c1ccc(Br)o1,0,2,0,4,9,4,1,99,4
CC(C)(C)n1ncc2c(=O)n(Cc3ccc(Cl)cc3Cl)cnc21,5,3,-4,x,x,50*,1,x,x
O=C(O)C1(P(=O)(c2ccccc2)c2ccccc2)CCC1,-4,x,x,-1[fluorescence artefact?],10[fluorescence artefact?],-5,1,122,8
COc1ccccc1-c1cn[nH]c(=S)n1,9,24,-25,-4[fluorescence artefact?],-6,1,1,71,-4
CN(C(=O)c1ccco1)c1nc(CC(=O)Nc2ccccc2)cs1,x,5,-2,3,-4,x,1.2,123,8
CC(=O)Nc1nc2ccccc2n1CCN(C)C,48,-10,9,-5,-3,-2,1.1,124,5
CC(C)c1nc(SCC(=O)NCc2ccccc2)n[nH]1,-2,9,-4,-4,11,0,1.1,94[fluorescence artefact?],-1
CC(C)(C)NC(=O)c1ccc2c(c1)C(=O)N(C1CCCCC1)C2=O,6,-1,2,-3,2,-6,1.4,97,9
CCOc1ccc(NC(=O)c2ccc3snnc3c2)cc1,x,-19,19,-52,5,x,1.6,130[fluorescence artefact?],5

# A draw from above in order of formula weight, ascending:
SMILES,CD11b adhes enh,sEH activator,sEH inhibitor,ERb coact inh,Smad3 inh,CD11b adhes inh,MT1-MMP txn act,ERa SRC1 pot,Candida biofilm
CC(C)c1nc(SCC(=O)NCc2ccccc2)n[nH]1,-2,9,-4,-4,11,0,1.1,94[fluorescence artefact?],-1
CCOc1ccc(NC(=O)c2ccc3snnc3c2)cc1,x,-19,19,-52,5,x,1.6,130[fluorescence artefact?],5
O=C(Nc1ccccc1N1CCCC1)c1ccc(Br)o1,0,2,0,4,9,4,1,99,4
O=C(CCCn1c(=O)[nH]c2cc(Cl)ccc2c1=O)NC1CCCCCC1,-3,-36,34,4,10,-10,1.1,111,-4

# The listing continues:
SMILES,CD11b adhes enh,sEH activator,sEH inhibitor,ERb coact inh,Smad3 inh,CD11b adhes inh,MT1-MMP txn act,ERa SRC1 pot,Candida biofilm
CCOC(=O)c1ccc(NC(=O)CCC2COc3ccccc3O2)cc1 (stereo unspecified),x,-31,31,32,-5,x,1.1,80,12
Nc1nc(SCC(=O)C23CC4CC(CC(C4)C2)C3)n[nH]1,-3,-14,15,-7,12,6,1,110,5
Cn1nnnc1SCC(=O)Nc1ccccc1N1CCOCC1,-1,8,-5,-23,1,7,1,101,4
Cn1ncc2c(N3CCOCC3)ncnc21,-3,1,-1,-4,-1,-10,1.2,128,6
COc1cc(NC(=O)c2csc3c2CCCC3)ncn1,-2,8,-7,x,x,-15,1.5,x,x
Cn1c2c(c(=O)n(C)c1=O)CN(Cc1ccc(F)cc1)CN2,0,7,-8,x,x,-6,1.1,x,x
COc1ccc(C(=O)NC(=S)NCc2ccccc2)cc1,6,16,-17,x,x,-9,x,x,x
CCOC(=O)c1cnn2c(C(F)F)cc(C3CC3)nc12,x,12,-14,12,9,x,1.1,97,2
COc1ccc(-c2cc(C(N)=O)nc(N3CCCCCC3)n2)cc1,5,x,x,-7,4[fluorescence artefact?],7,1,122,7
Cc1ccc(S(=O)(=O)N2CCN(c3nc4ccccc4nc3-n3nc(C)cc3C)CC2)cc1,0,-4,1,-9,2,21,1,185[fluorescence artefact?],8
O=C(O)COc1ccc2c(c1)CCCC2,0,-12,11,2,2,-11,1.1,102,12
CC(C)(C)C(=O)Nc1ccc(C(=O)NNC(=O)Cc2ccccc2)cc1,-1,-4,4,x,x,-24,x,x,x
COc1cc2c(cc1NC(=O)/C=C/c1ccccc1)oc1ccccc12,-4,-14,12,x,x,17,x,x,x
COc1ccccc1N1CCN(CC(=O)NCC2CCCO2)CC1 (stereo unspecified),x,-5,10,-3,-1,x,1.2,120,1
CCN(c1ccc(NC(=O)COC(=O)c2cccs2)cc1)C(C)C,-1,30,-32,x,x,-36,x,x,x
Cn1c(=O)[nH]c(=O)c2c1nc(NCCCO)n2Cc1ccc(F)cc1,-5,-6,7,-6,-3,15,1.2,123,9
CC(C)c1cc(=O)oc2c3c4c(cc12)CCCN4CCC3,-1,x,x,2[fluorescence artefact?],9,-8,1,86[fluorescence artefact?],6
Cc1nonc1NC(=O)c1ccc(Cl)c(S(=O)(=O)N2CCCCC2)c1,-4,-16,14,5[fluorescence artefact?],-1,11,1.1,95,-2
COC(=O)c1[nH]c2cccc(OC)c2c1NC(=O)CN1CC2(C)CC1CC(C)(C)C2 (stereo unspecified),3,2,-3,5,67*[fluorescence artefact?],-53,1,109,0
COc1ccc(-c2cc3ccc(OCc4nn[nH]n4)cc3oc2=O)cc1OC,-5,-3,1,23,23[fluorescence artefact?],-14,1.1,86,3
Cc1ccc(/C(N)=N/OC(=O)N2CCOCC2)cc1,8,6,-2,x,x,-7,x,x,x
COCCCNC(=O)c1ccc(CNS(=O)(=O)c2ccc(NC(C)=O)cc2)cc1,x,x,x,-4,2,x,1,94,7
CCOc1ccc2c(C)c(C(=O)O)oc2c1OCC,4,18,-15,-5,2,-34,1,119,1
COCCNC(=O)CNS(=O)(=O)c1ccc2nc(C)sc2c1,0,5,-1,-6,10,-8,1.1,125,0
CCC(C)n1c(SCC(=O)NC(=O)Nc2ccc3c(c2)OCCO3)nc2ccccc2c1=O (stereo unspecified),2,12,-13,x,x,8,1.3,x,x
CC(Oc1cc(-c2ccccc2)cc2ccccc12)C(=O)N1CCOCC1 (stereo unspecified),-1,-3,-1,-13,8,21,1.6,90,6
CC(C)C(=O)N(c1ccc(F)cc1)C1C=CS(=O)(=O)C1 (stereo unspecified),-4,3,-4,-3,-1[fluorescence artefact?],-20,1.2,121,5
Cc1cccc(CSc2nnc(Cn3c(=O)sc4ccccc43)n2C)c1,x,x,x,3,-4,x,1,96,2
CC(C)C(CC(=O)NCc1ccco1)c1ccco1 (stereo unspecified),-2,-8,8,12,-2,-11,1.1,165[fluorescence artefact?],10
CCOc1ccc(NC(=O)CSc2nnc(CCNC(=O)c3ccc(OC)cc3)n2C)cc1,2,14,-10,46[fluorescence artefact?],-2,-19,1.2,108,4
O=C(NC1CCCCC1)C(c1ccccc1F)N(Cc1ccco1)C(=O)Cn1nnc2ccccc21 (stereo unspecified),-2,-3,2,3[fluorescence artefact?],-13,9,1,38,1
Cc1cc(C)nc(N2CCC(C(=O)NCc3ccccc3)CC2)n1,x,3,-3,-4,13[fluorescence artefact?],x,1.2,121,-1
CCN(CC)c1ccc(C=N/C(C#N)=C(\N)C#N)cc1,-4,x,x,19,0,4,1.1,115,10
Cc1noc(C)c1CSc1nnc2cc(C)c3ccccc3n12,2,x,x,-4,4,-4,1.1,111,5
O=C(c1ccccc1-c1nc(-c2ccccc2)no1)N1CCOCC1,-2,3,-2,-18[fluorescence artefact?],-6,-2,1.3,108,4
Cc1nc2ccccc2c(=O)n1NC(=O)Cc1ccc(Br)cc1,x,x,x,-7,-11,x,1.2,98,8
CC1(C)CC(=O)c2c(O)cc(OCc3ccc(Br)cc3)cc2O1,2,15,-12,-15,-15,17,1.5,105,-5
Cc1cc(C)n(CC(C)O)c(=O)c1C#N (stereo unspecified),5,6,-4,x,x,-6,x,x,x
Cc1ccc(NC(=O)CCNS(=O)(=O)c2cccc3nonc23)cc1,-2,x,x,-14,-5,-21,1,123,8
Cn1c(Sc2ccc([N+](=O)[O-])cc2C(F)(F)F)nnc1-c1ccccc1,2,11,-10,x,x,2,x,x,x
CCCCn1c(C(C)NC(=O)CC)nc2ccccc21 (stereo unspecified),-3,10,-11,-7,4,-13,1.1,109,-12
Cc1cccc(N2CCN(C(=O)c3ccc(CS(=O)(=O)c4ccccc4C)o3)CC2C)c1 (stereo unspecified),-2,-1,2,6[fluorescence artefact?],-2,24,0.5,91,12
CCOC(=O)c1cnc2cc(C)nn2c1-c1ccccc1,x,-10,9,-19[fluorescence artefact?],0,x,1.1,107,6
CC(C)c1nc(-c2c(N)n(C)c(=O)n(C)c2=O)sc1C(=O)C(C)(C)C,10,x,x,3[fluorescence artefact?],-2,0,1.2,118,5
O=C(CSc1nccc(=O)[nH]1)N1CCc2ccccc2C1,0,-7,5,-4[fluorescence artefact?],6,-49,1.1,129,6
O=C(O)C1CC=CCC1C(=O)Nc1ccccc1 (stereo unspecified),0,2,-4,-11[fluorescence artefact?],4,-11,1.2,132,6
Nc1cc(C(=O)OCC(=O)NCc2ccco2)ccc1Cl,-3,-13,13,39,-6,4,1.1,135[fluorescence artefact?],3
O=C(O)C1C2C=CC(C2)C1C(=O)NCc1ccc2c(c1)OCO2 (stereo unspecified),4,x,x,-2,-4,-12,1.1,117,5
O=C(NCCN1CCN(c2ccccc2F)CC1)C1CC(=O)N(C2CCCC2)C1 (stereo unspecified),x,2,-1,-1,-8,x,1,111,-2
COc1cc2c(cc1NC(=O)CCCCCN1C(=O)CCC1=O)oc1ccccc12,-10,0,-1,-13,-19,14,1,87,3
# More records follow:
SMILES,CD11b adhes enh,sEH activator,sEH inhibitor,ERb coact inh,Smad3 inh,CD11b adhes inh,MT1-MMP txn act,ERa SRC1 pot,Candida biofilm
COc1ccccc1N1CCN(C2CCN(C(=O)c3cc(OC)c(OC)c(OC)c3)CC2)CC1,2,x,x,1,1,-8,1,105,4
CCc1cc(-c2n[nH]c(C)c2-c2nc3ccccc3n2C)c(O)c(CN2CCN(C)CC2)c1O,3,2,-2,-3,3,-9,1.2,114,7
CCN(CCNC(=O)C1CCCN(Cc2nc(-c3ccc(OC)cc3)oc2C)C1)c1ccccc1 (stereo unspecified),-4,-20,21,-2,0,24,1.1,115,-2
NS(=O)(=O)c1ccc(CCNc2cc(=O)n(Cc3ccc(F)cc3)c(=O)[nH]2)cc1,-2,x,x,3,-4,-30,1.1,99,6
O=C(CSc1ncnc2c1oc1ccccc12)NC1CCCCC1,7,-31,34,51*[fluorescence artefact?],42[fluorescence artefact?],-6,1,289*[fluorescence artefact?],13
Cc1nnsc1-c1nc2ccccc2[nH]1,-3,-6,7,9,23,3,1.1,102,3
COc1ccc(-c2nnc(SCC(=O)N3CCC(Cc4ccccc4)CC3)o2)cc1OC,0,-10,11,0,-3,-12,1,111,6
COc1cc(C#CC#CCN2CCCCC2)ccc1O,0,2,-2,-8,4,27,1.2,73[fluorescence artefact?],11
COc1cccc(C2CC(c3ccc(Cl)cc3)Nc3nc(N)nn32)c1 (stereo unspecified),8,x,x,-4[fluorescence artefact?],-5,-4,1.2,117,5
